Bioassay records (PubChem BioAssay)
Rev-erbA mod: modulators of Rev-erb alpha DNA binding, primary screen, biochemical, FITC-DNA, fluorescence polarization, uHTS. Nuclear receptor subfamily 1 group D member 1 (Homo sapiens), P20393. Rev-erbα–FITC-DNA binding, 90 min. activity, % at 10 µM. hit rate 0.79% among 370,000;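 active means activity above about 14%, limit read from the data; passing the limit was not always enough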;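 further: 0% = DMSO wells with 35 nM protein and 100% = DMSO wells with 750 nM protein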
UHRF1 MBD2 ctr: UHRF1 methylated DNA binding inhibitors, primary screen, counter-screen for MBD2 inhibitor project, biochemical, TR-FRET, human UHRF1, single concentration. hit rate 0.75% among 370,000. AID 687016, 2013. E3 ubiquitin-protein ligase UHRF1 (Homo sapiens), Q96T88. UHRF1 binding to methylated oligo. inhibition, % at 4.4 µM; in the data active means inhibition above about 21%;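 further: UHRF1 SRA domain binding a hemimethylated CpG hairpin DNA probe; 0% = median of test compound wells and 100% = reference inhibitor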
Target sequence (Q96T88 whole entry, looked up, the tested form may be a part): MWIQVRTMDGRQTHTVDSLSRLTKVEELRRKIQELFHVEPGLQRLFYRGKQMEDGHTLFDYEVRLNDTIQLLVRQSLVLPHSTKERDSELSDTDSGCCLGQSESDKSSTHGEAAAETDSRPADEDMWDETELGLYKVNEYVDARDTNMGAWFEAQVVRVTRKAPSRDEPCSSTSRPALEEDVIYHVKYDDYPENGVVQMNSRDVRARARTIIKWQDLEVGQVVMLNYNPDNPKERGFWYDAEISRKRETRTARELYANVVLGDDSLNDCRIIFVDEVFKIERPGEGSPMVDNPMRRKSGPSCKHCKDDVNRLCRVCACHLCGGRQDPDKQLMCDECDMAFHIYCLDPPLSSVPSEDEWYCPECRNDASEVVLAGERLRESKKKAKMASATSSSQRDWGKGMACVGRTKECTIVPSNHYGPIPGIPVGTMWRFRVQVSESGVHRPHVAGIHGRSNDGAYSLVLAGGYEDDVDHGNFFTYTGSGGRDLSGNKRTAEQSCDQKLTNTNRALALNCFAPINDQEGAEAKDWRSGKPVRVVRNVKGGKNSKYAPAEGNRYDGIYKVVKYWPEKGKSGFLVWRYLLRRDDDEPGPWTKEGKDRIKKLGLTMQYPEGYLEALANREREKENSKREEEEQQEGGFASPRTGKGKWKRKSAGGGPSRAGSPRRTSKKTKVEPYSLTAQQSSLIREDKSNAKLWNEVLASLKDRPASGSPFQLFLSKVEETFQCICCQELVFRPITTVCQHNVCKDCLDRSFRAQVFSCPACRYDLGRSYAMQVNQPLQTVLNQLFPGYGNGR
HTRA1 inh: HTRA1 serine protease inhibitors, primary screen, biochemical, fluorescence polarization, HTS; hit rate 0.5% among 340,000; AID 504803, 2011; recombinant HTRA1, FP-rhodamine activity-based probe; inhibition, % at 5.96 µM; in the data active means inhibition above about 36%;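 further: 0% = enzyme with DMSO and 100% = wells lacking enzyme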
PRMT1 inh: PRMT1 methyltransferase inhibitors, primary screen, biochemical, fluorescence polarization; Protein arginine N-methyltransferase 1 (Homo sapiens), Q99873; recombinant PRMT1, activity-based probe fluorescence polarization; inhibition, % at 2.79 µM; hit rate 1.3% among 370,000;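 active means inhibition above about 21% made by adding two undisclosed values, limit read from the data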
mABHD4 FP: ABHD4 inhibitors, primary screen, biochemical, fluorescence polarization, mouse. hit rate 0.54% among 370,000. purified mABHD4, FP-Rh probe fluorescence polarization. inhibition, % at 8.92 µM. (Lyso)-N-acylphosphatidylethanolamine lipase (Mus musculus), Q8VD66;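 active means inhibition exceeding the mean over every tested compound plus 3 SD, cut at about 30% in these data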;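 further: 0% = plate median of compound wells and 100% = S159A mutant with DMSO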
Target sequence (Q8VD66 whole entry, looked up): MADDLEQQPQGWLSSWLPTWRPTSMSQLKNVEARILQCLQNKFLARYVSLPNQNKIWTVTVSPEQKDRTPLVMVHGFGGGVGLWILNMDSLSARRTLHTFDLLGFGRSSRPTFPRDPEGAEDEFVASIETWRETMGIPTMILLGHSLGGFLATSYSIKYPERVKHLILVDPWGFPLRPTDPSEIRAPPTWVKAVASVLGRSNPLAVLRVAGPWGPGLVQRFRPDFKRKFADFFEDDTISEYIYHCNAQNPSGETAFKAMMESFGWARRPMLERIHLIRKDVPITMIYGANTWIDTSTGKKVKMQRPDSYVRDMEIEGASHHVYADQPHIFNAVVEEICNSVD
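Assay system: mABHD4 protein; medium: HEPES pH 7.0, NaCl, Pluronic buffer; dosing: 8.92 µM, single dose; schedule: 45 min + 60 min at 25 °C; signal: FP readout, ex 525 nm / em 598 nm; read-out: normalized percent inhibition of probe labeling; repeats: single replicate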
LEDGF integ inh: blockers of LEDGF/p75-dependent integrase strand transfer – biochemical, TR-FRET, high throughput, primary screen; HIV-1 integrase (with human LEDGF/p75); TR-FRET IN-LEDGF/p75 DNA integration, Eu/Cy5; inhibition, % at 3.7 µM; hit rate 0.64% among 370,000; AID 743269, 2014;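 active means inhibition above the screen-wide mean plus 3 SD, cut at about 13% in these data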;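 further: signal is the Cy5 over europium emission ratio at 671 and 618 nm; 0% = plate median of compound wells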
PG9 binder: binders of HIV-1 gp120 antibody PG9, primary screen, biochemical, TR-FRET | HIV-1 gp120 / PG9 antibody interaction | TR-FRET gp120-PG9 antibody binding | inhibition, % at 6.7 µM | hit rate 0.43% among 360,000 | AID 624416, 2012; in the data active means inhibition above about 8.5%
TCR CD3 inh: inhibitors of human TCR-CD3 interaction, primary screen, biochemical, fluorescence, TAMRA-labeled TCR probe; T-cell receptor (TCR); inhibition, % at 9.4 µM; hit rate 0.37% among 360,000; in the data active means inhibition above about 19%;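 further: recombinant mutant TCR 2C K166C tagged with TAMRA read by polarization; 0% = receptor in buffer alone and 100% = receptor with positive control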
rCAG RNA binder: binders of r(CAG) RNA repeats, primary screen, biochemical, fluorescence; r(CAG) RNA repeat, TO-PRO-1 dye displacement fluorescence; inhibition, % at 3 µM; hit rate 1.3% among 370,000; AID 651821, 2012;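 active means inhibition above the plate cutoff, the mean of all test compounds on that plate plus 3 SD, cut at about 35% in these data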;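 further: 0% = DMSO alone and 100% = 100 µM mitoxantrone as full dye displacement; higher means more dye released from RNA so lower well fluorescence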
MBD2 inh: inhibitors of MBD2 binding to methylated DNA, primary screen, biochemical, TR-FRET, DNA-binding domain, human; Methyl-CpG-binding domain protein 2 (Homo sapiens), Q9UBB5; MBD2 binding to methylated oligonucleotide; inhibition, % at 4.4 µM; hit rate 0.31% among 370,000; in the data active means inhibition above about 13%
* = called active by the depositor; · = not tested or not shown. This is a subset. The share of hits here may be higher or lower than overall.

SMILES	Rev-erbA mod	UHRF1 MBD2 ctr	HTRA1 inh	PRMT1 inh	mABHD4 FP	LEDGF integ inh	PG9 binder	TCR CD3 inh	rCAG RNA binder	MBD2 inh
CC1(C)S[C@@H]2C(C(=O)OCc3ccccc3)NC(=O)N2C1C(=O)OCc1ccccc1 (stereo not given in full)	5	0	-12	2	-5	3	1.1	7	-2	2
Cc1noc(C)c1COC(=O)COc1ccc2c(C)cc(=O)oc2c1	-5	1	7	2	-3	-1	-0.3	0	0	2
CCCOc1ccccc1C1NC(=O)NC(C)=C1C(=O)OCCOC(C)C (stereo not given)	6	-2	2	2	-13	2	-2.3	-9	-5	-8
COc1ccccc1C(=O)NC1CCCCCCC1	3	-2	-5	-4	-6	2	-0.5	1	-3	2
N#Cc1ccc(NC(=O)c2cccs2)nc1	6	0	6	-1	-4	0	-1.3	-2	-3	1
Cc1cc(N/N=C/c2ccccc2O)c2ccccc2n1	7	-9	7	-5	17	-4	-1.3	3	16	-2
O=C(NCc1ccccc1)N1CCC(c2nc3ccccc3[nH]2)CC1	-2	1	1	1	2	-1	1.8	-3	-1	4
Cc1[nH]c2ccccc2c1C(=O)C(=O)NCc1nnnn1-c1ccc(F)cc1	2	0	3	0	-4	0	-0.2	-4	1	-7
CC(=O)N(C(C)=O)c1ncc2c([nH]c3ccccc32)c1C#N	3	-2	-3	-4	-2	1	1.8	2	0	-11
CCOc1ccc(Oc2c(/C=N/NC(N)=O)c(C)nn2-c2ccccc2)cc1	0	12	-23	3	-10	1	-1.9	-7	-7	0
COc1ccc(C(C)=O)cc1COC(=O)c1cc(C)oc1C	-1	-4	-14	-1	-7	-2	-0.4	6	-3	-1
Cc1cccc(CN2C[C@]34C=C[C@@H](C[C@@H]3S2(=O)=O)O4)c1	3	-2	8	-3	-7	1	0.0	3	0	1
Nc1[nH]c(C(=O)c2ccc(Br)cc2)c(-c2ccccc2Br)c1C(=O)NCCc1c[nH]c2ccccc12	8	-1	·	4	11	-2	-1.0	-5	11	2
CC(=O)Nc1ccc(C2=NN(CC#N)C(=O)SC2)cc1	-4	-4	-4	-2	-2	2	-0.8	-4	-2	2
O=C(Nc1ccccc1N1CCCCC1)c1cccc(OC(F)F)c1	-4	1	-22	-6	-6	2	-1.3	5	-5	-6
CCCN(c1ccc(OCC)cc1)c1ncnc2nc[nH]c12	1	-2	5	-6	-8	4	0.3	-6	1	-10
CC(C)[C@@H]1Cc2[nH]c(=S)[nH]c(=O)c2[C@H](C)O1	14	-2	·	-3	2	-4	-1.2	0	2	-4
Cc1ccccc1OCc1nc2ccccc2c(=O)n1/N=C/c1c[nH]c2ccccc12	-5	-1	-4	-3	-5	0	-0.6	0	5	-2
Cc1ccc(CCNS(=O)(=O)c2cc(Br)cnc2N)cc1	4	1	-7	0	-8	-5	1.9	-5	0	-1
CC(NC(=O)CCCOc1ccc(Cl)cc1)c1ccccc1 (stereo not given)	-8	3	-2	-1	-3	1	-1.4	4	-7	-2
Cc1cc(-c2cc(NC(=O)Cc3c(C)[nH]c4ccccc34)ccc2Nc2cccnc2)ccc1F	4	-2	·	6	20	-2	-1.4	-6	15	-1
Cc1ccc(S(=O)(=O)N(C)CC(=O)OCC(=O)NCCN2C(=O)CSC2=O)cc1	-3	-3	-3	-3	-4	1	0.3	16	7	4
CCOC(=O)N/N=C\c1ccc([N+](=O)[O-])s1	2	0	4	0	10	0	-2.8	7	6	-5
CSc1cccc(NS(=O)(=O)c2cccc3nsnc23)c1	2	0	4	2	2	-1	-2.5	4	1	-3
c1ccc(N2CCN(c3nnc(Cc4cccnc4)c4ccccc34)CC2)nc1	-1	-3	-3	-1	-5	2	-2.3	4	-8	6

The last 2 entries of the part before are carried over, then new ones follow.
SMILES	Rev-erbA mod	UHRF1 MBD2 ctr	HTRA1 inh	PRMT1 inh	mABHD4 FP	LEDGF integ inh	PG9 binder	TCR CD3 inh	rCAG RNA binder	MBD2 inh
CSc1cccc(NS(=O)(=O)c2cccc3nsnc23)c1	2	0	4	2	2	-1	-2.5	4	1	-3
c1ccc(N2CCN(c3nnc(Cc4cccnc4)c4ccccc34)CC2)nc1	-1	-3	-3	-1	-5	2	-2.3	4	-8	6
Cc1nc2ccccc2nc1OCc1ccc([N+](=O)[O-])cc1	-3	-5	2	0	-2	1	-0.5	5	-1	-6
Cc1cccc(S(=O)(=O)C(C#N)c2nc3ccccc3nc2N2CC(C)OC(C)C2)c1 (stereo not given)	1	-11	5	1	3	-1	1.9	4	21	0
NC(=O)CSc1nc2c(c(=O)n1-c1ccccc1)C1(CCCCC1)Cc1ccccc1-2	20	-1	-6	-4	9	3	3.2	-9	4	-3
O=C(NC(=S)NCc1ccccc1)c1cccc(Cl)c1	5	7	-25	-6	-20	7	1.3	-18	3	2
Cc1cc(Cl)ccc1OCC(=O)N1CCCCC1	4	-1	-2	-3	1	-2	-0.8	-2	-3	2
CC(C)(O)C#Cc1ccc(N2C(c3ccsc3)=Cc3ccc(F)cc3C2c2c[nH]c3ccc(C#N)cc23)cc1 (stereo not given)	4	-4	·	4	-3	3	-0.9	-4	17	-5
COC(=O)c1ccccc1N(Cc1ccccc1)S(C)(=O)=O	1	2	-5	1	-6	0	2.0	-4	3	0
O=c1[nH]cnc2c1sc1nc3c(c(-c4ccc(Cl)cc4)c12)CCC3	39*	-2	-3	0	0	-1	11*	2	5	-4
CC(C)CC(=O)Nc1ccc2ccccc2c1	0	-1	1	0	-6	8	2.0	5	0	-6
O=C(NCc1ccco1)C(c1ccccc1)N(Cc1cccnc1)C(=O)Cn1nnc2ccccc21 (stereo not given)	-4	-2	4	1	2	-4	-2.8	-2	-4	-1
CCN(C[C@H]1N[C@@](CC)(C(=O)OC)[C@H]2C(=O)N(Cc3ccccc3)C(=O)[C@@H]12)C(=O)Nc1ccc(C(F)(F)F)cc1	2	1	5	4	6	66*	0.2	-1	0	3
O=C(NCc1nc2ccccc2[nH]1)C1=C[C@H](c2ccccc2)C[C@H](OCc2ccc(CO)cc2)O1	2	-1	-20	1	-6	1	1.4	3	-1	0
CCOC(=O)N1CCN(C(=O)C2CCC(=O)N(Cc3ccccc3OC)C2)CC1 (stereo not given)	-7	-1	6	-4	-3	0	1.4	3	0	1
CCN(CC)S(=O)(=O)c1ccc(NC(=O)CCNC(=O)c2ccco2)cc1	3	3	12	-6	-1	2	-2.8	6	0	-1
O=C(Nc1nc2ccccc2[nH]1)C1CCC1	-3	-1	5	-6	-4	5	0.5	3	-1	2
O=c1c2c3c(sc2nc(NCCO)n1CCc1ccccc1)CCCCC3	3	3	-2	3	-22	1	-0.6	-1	5	-2
COc1ccc(NC(=O)c2cccc3c(-c4ccc(OC)cc4C)coc23)cc1	0	0	·	3	-22	2	0.8	-1	8	-3
CCN(CC)C1Oc2cc3c(cc2C(c2cccc(OC)c2O)C1C)OCO3 (stereo not given)	4	3	4	6	0	-4	1.3	-7	5	3
CCCCNC(=O)c1nc(-c2cccnc2)oc1-c1ccc(OC(F)(F)F)cc1	-2	3	·	-2	-9	8	-1.1	-6	4	3
S=C(NCc1ccccn1)Nc1ccc(Br)cc1Cl	-1	0	5	3	-1	-5	-1.9	0	1	-1
C=CCn1c(COc2ccc(C)cc2)nnc1SCC(=O)Nc1cc(Cl)cc(Cl)c1	-1	-3	·	-7	-5	3	·	·	5	-5
CCCC(=O)Nc1nnc(S(=O)(=O)N(CC(C)C)c2ccccc2)s1	6	1	4	4	1	-4	0.5	2	0	1
CCn1cc(C(=O)NCc2ccc3c(c2)OCO3)c(=O)c2cc(F)c(N3CCN(C)CC3)cc21	-7	4	0	-7	2	-3	0.4	-2	-1	0
COc1cccc(/C=N/n2c(C3CCCCC3)n[nH]c2=S)c1O	7	0	2	3	-5	-3	1.4	3	1	-3
Nn1c(SCC(=O)NC(=O)NC2CCCC2)nnc1-c1ccccc1F	5	-2	0	-3	1	2	1.0	4	-8	-7
(further entries)
SMILES	Rev-erbA mod	UHRF1 MBD2 ctr	HTRA1 inh	PRMT1 inh	mABHD4 FP	LEDGF integ inh	PG9 binder	TCR CD3 inh	rCAG RNA binder	MBD2 inh
COc1ccc(Cl)cc1NC(=O)CN1CCc2ccccc2C1	3	1	-18	3	4	5	-2.2	6	-4	-1
CC(Oc1cccnc1[N+](=O)[O-])C(=O)Nc1ccc(Cl)cn1 (stereo not given)	-2	2	5	0	0	4	-2.6	-5	0	2
CCCc1cc(=O)n2[nH]c(CCc3ccccc3)nc2n1	4	0	8	0	-7	-2	1.0	-3	1	2
COc1ccc(N(CC(=O)Nc2ccccc2C(=O)NCC(C)C)S(C)(=O)=O)cc1	-5	0	-1	-2	-1	4	0.2	5	-4	-1
Clc1ccccc1CONc1ncnc2nonc12	-3	6	-11	-2	4	0	-1.9	2	-2	6
Cc1csc(NC(=O)CSc2nnc(-c3ccccc3)o2)n1	2	3	-2	1	10	4	-1.0	-4	6	-3
Cc1ccc2[nH]c3c(N4CCOCC4)ncnc3c2c1	-5	-1	5	-5	4	-1	0.4	1	-2	4
Cc1cc(NC(=O)c2ccccc2)cc(NC(=O)c2ccccc2)c1C	-9	1	6	-1	-2	-4	-1.0	1	8	-2
CCNC(=S)N1CCN(S(=O)(=O)/C=C/c2ccccc2)CC1	0	4	3	-1	1	1	-0.5	3	3	2
O=C(CN1C(=O)/C(=C/c2ccccc2Cl)SC1=S)NC1CCS(=O)(=O)C1 (stereo not given)	-1	-4	4	17	5	-4	-2.3	-28	7	2
C/C(Cn1nnc([N+](=O)[O-])n1)=N\NC(=O)c1cccc(Cl)c1	-1	-6	-6	-5	-5	1	-0.3	2	-2	3
O=C(CCNC(=O)c1ccco1)NCCN1C(=O)S/C(=C\c2ccc(F)cc2)C1=O	1	-2	-5	5	9	-2	-0.4	-2	3	2
O=C(Nc1cccs1)OC1CC2CC1[C@H]1CCCCN1C2 (stereo not given in full)	3	1	·	-4	-7	-1	·	·	3	0
COc1ccc(N(CC(=O)Nc2cc(Cl)ccc2C)S(=O)(=O)c2c(C)noc2C)cc1	0	0	-9	-1	-1	2	0.3	-6	1	-4
NC(=O)c1ncc(C(F)(F)F)cc1Oc1cccc(C(F)(F)F)c1	-2	-2	7	-1	3	-1	-0.6	6	-7	0
O=C(N/N=C/c1ccco1)c1ccccc1OCc1ccccc1Cl	0	-3	-5	-4	-11	1	-2.0	9	-2	1
CCCCOC(=O)C1=C(C)Nc2nnnn2C1c1ccccc1Cl (stereo not given)	0	4	-19	-2	2	1	-3.0	11	6	4
CCN1C(=O)CC(N2CCC(C(=O)N3CCOCC3)CC2)C1=O (stereo not given)	-7	23*	1	8	-5	1	1.2	-7	-2	15*
Cc1ccc(CNC(=O)c2ccc(N3CCC4(CC3)CC(c3cccc(Br)c3)=NO4)c(NC(=O)c3cccc(C)c3)c2)cc1	8	3	-42	1	-5	4	6.0	-3	8	7
